Source: PubChem BioAssay (several laboratories)
Arr AP2 block – human beta-arrestin and AP2 interaction inhibition. FITC-arrestin peptide / GST-AP2 beads, flow cytometry; AP2 beta2 appendage carries R879A mutation. inhibition, % at 10 µM. 0.31% of 340,000 active;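 active means inhibition above a set limit, near 3 SD of compounds lacking own fluorescence, cut at about 54% in these data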;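 further: plate controls were DMSO wells for no effect and 5 µM unlabelled arrestin peptide for full effect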
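System: GST-AP2 R879A glutathione beads | Also added: FITC-arrestin peptide, 50 nM | Times: 12 min plus 1 h, RT | Signal: Bead flow cytometry, FITC channel | Buffer or medium: PBS with 0.05% Tween 20 and 0.1% BSA | Read-out basis: Percent drop in bead-associated FITC signal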
NSD2 inh – NSD2 (human) methyltransferase inhibition | inhibition, % at 12.5 µM | AID 743445 | O96028 | 0.54% of 310,000 active | NSD2 peptide methylation, AlphaScreen, 120 min; in the data active means inhibition above about 50%
DSG3 Ab inh – blocks pemphigus antibody binding to human desmoglein-3; AID 588358; DSG3-coupled beads, scFv-anti-DSG3-GFP binding, flow cytometry; active compounds read low; binding (percent of control), % at 10 µM; 0.48% of 310,000 active;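 active means binding more than 3 SD below its plate's average and above zero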;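 further: hits lower antibody fragment binding to DSG3; some compounds called inactive have numbers as strong as hits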
DAGLB inh – diacylglycerol lipase beta (human) inhibition; Q8NCG7; HEK293T DAGLB membrane lysate, EnzChek fluorogenic substrate; inhibition, % at 5.17 µM; 0.059% of 340,000 active; in the data active means inhibition above about 34%;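 further: 0% = enzyme with vehicle and 100% = wells lacking enzyme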
CAL PDZ FP-1 – inhibitors of human CAL PDZ peptide binding | 0.92% of 300,000 active | Q9HD26 | inhibition, % at 24.9 µM | AID 602252 | purified CAL PDZ, TMR-peptide fluorescence polarization, 1 h;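 active means mean inhibition of at least 30% with at least half of replicates also reaching 30%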;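 further: 0% = DMSO neutral control and 100% = excess unlabeled competitor peptide PRC23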
Keap1 Nrf2 FP – Keap1-Nrf2 (human) interaction inhibition. Keap1 Kelch-Nrf2 peptide fluorescence polarization, 1536-well. Q14145. inhibition, % at 9.4 µM. AID 504523. 0.15% of 340,000 active; in the data active means inhibition above about 12%;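 further: human Keap1 Kelch domain with fluorescein labeled Nrf2 9mer peptide probe; 0% = neutral control wells and 100% = peptide positive control; higher means more block of Keap1 binding to Nrf2 peptide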
Target sequence (Q14145 whole entry, looked up, the tested form may be a part): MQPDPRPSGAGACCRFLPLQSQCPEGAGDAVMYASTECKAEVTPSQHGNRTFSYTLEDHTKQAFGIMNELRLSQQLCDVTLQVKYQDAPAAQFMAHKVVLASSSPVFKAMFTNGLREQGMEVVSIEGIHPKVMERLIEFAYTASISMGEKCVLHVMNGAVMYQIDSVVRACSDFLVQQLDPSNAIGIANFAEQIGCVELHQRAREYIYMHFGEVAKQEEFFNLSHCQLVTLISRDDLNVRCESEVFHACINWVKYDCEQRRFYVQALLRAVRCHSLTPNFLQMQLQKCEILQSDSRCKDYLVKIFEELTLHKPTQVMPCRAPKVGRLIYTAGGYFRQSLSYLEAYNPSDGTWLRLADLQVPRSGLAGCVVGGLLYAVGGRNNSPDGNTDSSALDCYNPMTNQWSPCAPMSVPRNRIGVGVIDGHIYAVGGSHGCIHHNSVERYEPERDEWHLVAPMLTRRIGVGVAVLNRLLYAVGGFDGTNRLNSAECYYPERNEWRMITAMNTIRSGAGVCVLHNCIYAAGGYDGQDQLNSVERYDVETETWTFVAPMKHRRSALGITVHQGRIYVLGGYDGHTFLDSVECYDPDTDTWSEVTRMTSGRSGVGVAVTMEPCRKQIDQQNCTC
RTF Ca sens inh – cardiac RTF calcium desensitization. P19429+P45379. IANBD-labeled cardiac RTF, Ca2+ fluorescence. inhibition, % at 7.15 µM. 0.12% of 340,000 active. AID 493244;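 active means inhibition above the mean inhibition of all tested compounds plus 3 SD, cut at about 17% in these data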;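 further: assay run at fixed EC70 calcium of 1.6 mM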
CAL PDZ FP-2 – human CAL PDZ-peptide interaction inhibition | Q9HD26 | purified CAL PDZ, TMR-peptide fluorescence polarization, 1 h | inhibition, % at 20 µM | 0.02% of 330,000 active | AID 504414;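 active means highest replicate inhibition of at least 40%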;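 further: plate controls were DMSO neutral control wells for no effect and unlabeled competitor peptide control wells for full effect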
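Test system: tagged CAL PDZ domain / Buffer or medium: sodium phosphate/NaCl buffer pH 7.4 with TCEP, IgG, Thesit / Reagent: TMR-labelled reporter peptide T*-PRC34 bound in PDZ groove / Compound dosing: single point, 20 µM / Schedule: 1 h incubation at room temperature before polarization reading / Technique: fluorescence polarization (mP) / Benchmarks: unlabelled peptide, DMSO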
V-ATPase pH – regulators of yeast V-ATPase proton transport | S. cerevisiae, pHLuorin cytosolic pH fluorescence | response, % at 10 µM | 0.37% of 350,000 active | AID 504577; in the data active means response mostly above about 7.3%, no sharp cut-off; inactive means mostly below about 5.4%; further: actives read high; inactives centre near 0; some compounds called inactive have numbers as strong as hits
LANA DNA inh – inhibitors of KSHV LANA C-terminal domain DNA binding | MBP-C-LANA/FAM-LBS DNA binding, fluorescence polarization | inhibition, % at 9 µM | 0.078% of 340,000 active | AID 504423;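 active means highest replicate inhibition at or above 60% at 9 µM, even if other replicates fall short; inactive means all replicates below 60% inhibition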;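 further: 0% = neutral control wells and 100% = 4 µM acridine orange control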
Starred values were filed as active, the others as inactive; . = no result given. Some of the compounds tested; rates above refer to the full screens.

SMILES	Arr AP2 block	NSD2 inh	DSG3 Ab inh	DAGLB inh	CAL PDZ FP-1	Keap1 Nrf2 FP	RTF Ca sens inh	CAL PDZ FP-2	V-ATPase pH	LANA DNA inh
Nc1nc(-c2cccnc2)nc2sc3c(c12)CCCC3	2	-2	95	1	-1	-1	-1	-5.1	2	0.0
Cc1ccc(S(=O)(=O)NNC(=O)c2snnc2C)cc1	-2	4	96	2	-1	-1	-4	-4.0	-2	-0.8
CCOC(=O)N1CCc2c(sc(NC(=O)c3ccc(S(=O)(=O)N4CCCC4)cc3)c2C#N)C1	-3	.	107	9	-1	-9	-6	-0.1	1	2.9
CC1(c2ccc([N+](=O)[O-])cc2)NC(=O)N(CC(=O)Nc2cccnc2Cl)C1=O (stereo not given)	4	-1	95	1	-2	-3	-2	-0.9	1	-0.4
CCOc1ccc(C(=O)NCC(=O)NCC(c2ccco2)N2CCCCC2)cc1OCC (stereo not given)	-5	-1	113	-1	0	5	1	-1.2	0	0.7
O=C(CS(=O)c1ccc(C(F)(F)F)cc1[N+](=O)[O-])Oc1ccc(Cl)cc1 (stereo not given)	1	-2	94	-14	.	-4	1	-0.2	1	1.3
O=C(NCCCN1CCOCC1)c1cc(Cl)ccc1OCc1ccccc1	-3	3	.	0	-6	-5	-2	-3.9	4	0.5
COc1ccc(S(=O)(=O)Cc2ccc(C(=O)N3CCOCC3)o2)cc1	24	.	106	0	0	-3	-6	-1.2	3	-1.4
O=C(CCc1ccccc1)Nc1ccc(NC(=O)c2ccco2)nc1	-3	-1	93	3	4	0	1	-2.0	1	1.8
O=C(c1ccco1)N1CCN(CCCCN2C(=O)c3ccccc3C2=O)CC1	2	22	102	1	-2	2	-7	-3.1	-1	1.3
O=C(CSc1nnc(COc2ccccc2Cl)o1)Nc1ccccc1	-1	-1	.	-2	-5	-2	-2	-1.0	1	2.4
CN(CC(=O)Nc1ccccc1Cl)C(=O)COC(=O)c1cc([N+](=O)[O-])ccc1N1CCOCC1	22	4	108	-4	2	3	-3	-2.0	-2	0.3
COc1ccc(C2C(C#N)=C(N)Oc3cc(N)ccc32)cc1OC (stereo not given)	9	0	97	1	-1	-3	-15	-3.3	3	0.0
COc1ccc(CCN=Cc2ccccc2O)cc1OC	-8	1	103	0	-6	-2	-16	-0.6	-3	-0.3
O=S(=O)(Cc1ccc(Cl)cc1)N1CCN(c2ncccn2)CC1	-8	8	.	-4	-1	-3	-6	-1.4	-1	1.4
O=C(O)CSc1nc(-c2cccs2)cc(C(F)(F)F)n1	32	-2	.	.	-2	-2	.	-0.4	-3	-0.6
COc1ccc(-n2nnnc2CNC(=O)c2ccc(S(=O)(=O)N3CCOCC3)cc2)cc1	11	-1	114	-3	-3	-2	5	-0.6	2	0.3
O=C(Nc1ccc(CN2CCOCC2)cc1)c1ccc(Br)cc1	-11	0	107	0	-5	-2	-3	4.0	3	1.0
CSc1nc(NCC(C)C)c2c3c(sc2n1)CN(C)CC3	10	2	107	1	1	-6	-9	-3.5	.	0.6
C/C(=N\NC(=O)C1CC1)c1ccc(Cl)c(Cl)c1	6	-42	105	-5	-4	0	0	.	-8	0.8
CCOc1ccc2oc(=O)cc(CN3CCN(Cc4ccccc4)CC3)c2c1	6	3	105	-2	-4	4	-5	.	-2	0.1
Cc1ccc(C(=O)Nc2ccnc(-c3cccnc3)n2)cc1	38	-2	102	-4	-2	3	-3	-1.0	5	-1.6
CC(C)(C)n1nnnc1CN(Cc1ccc(F)cc1)Cc1ccco1	-2	.	.	-6	-1	-3	-11	-1.5	0	-0.9
CCOc1ccc(-n2c(C)nc3cc(C(=O)NCCCN4CCOCC4)ccc32)cc1	2	-1	.	0	-3	0	-5	-1.9	-2	-0.6
CC(C)C(NC(=O)c1c(F)cccc1F)C(=O)N1CCN(S(=O)(=O)/C=C/c2ccccc2)CC1 (stereo not given)	8	0	.	0	-4	-1	0	-2.5	5	0.5
Later entries
SMILES	Arr AP2 block	NSD2 inh	DSG3 Ab inh	DAGLB inh	CAL PDZ FP-1	Keap1 Nrf2 FP	RTF Ca sens inh	CAL PDZ FP-2	V-ATPase pH	LANA DNA inh
Cn1c(Nc2ccc(Cl)cc2)cc(=O)n(C)c1=O	16	-3	102	-1	-10	-7	-3	-0.7	-1	0.7
CCNC(=S)NNC(=O)c1cccc(Br)c1	1	2	93	-1	-4	-5	-17	0.2	-1	-0.3
COC(=O)C(Cc1ccccc1)NC(=O)c1ccc(C)cc1 (stereo not given)	16	0	109	-5	6	0	12	-0.4	0	-0.1
COc1ccc(CCOC(=O)CNC(=O)c2ccc(Cl)cc2Cl)cc1	9	0	112	-8	-4	1	2	-1.4	-4	.
CCOC(=O)C1CCCN(C2CC(=O)N(c3ccc(C(C)C)cc3)C2=O)C1 (stereo not given)	13	-1	101	1	-6	-3	-2	-3.1	-3	-0.2
CC(=NNc1nc2ccccc2o1)c1ncccn1	4	33	86	9	1	2	-2	-0.6	-1	-2.1
Cc1ccc(NC2CCCN(C(=O)c3cccc4nccnc34)C2)cc1C (stereo not given)	16	2	109	4	1	-3	-12	0.0	-4	0.3
Cc1ccc(NC(=O)c2cccc(-n3cnnn3)c2)cc1Cl	-13	-2	99	-1	-5	-4	-1	-2.0	0	-1.1
O=C(Nc1nc2c(s1)CN(Cc1ccccc1)CC2)C1CCC1	-4	-1	106	1	8	-6	8	-1.2	-1	-1.1
COc1[nH]c(/N=C/c2ccccc2)c(C#N)c1C#N	32	.	.	-25	9	78*	-175	2.4	-2	102*
N#C/C(=C\c1ccccc1)c1n[nH]c(Cn2cncn2)n1	2	-2	102	-1	1	1	4	-1.8	5	-1.0
OCCC1CN(Cc2nc3ccccc3s2)CCN1C1CCCCC1 (stereo not given)	-4	-3	84	0	3	0	-26	-0.9	3	-0.9
CN(Cc1ccc(-n2cccn2)cc1)Cc1nc(-c2cnccn2)no1	29	.	102	-2	0	4	1	-0.3	-2	-0.8
Cc1ccc(-c2n[nH]c(=O)c3ccccc23)cc1S(=O)(=O)Nc1ccc(F)cc1	8	2	104	2	-6	-2	1	-2.2	0	-0.3
Cc1ccc(S(=O)(=O)N2CCOCC2)cc1NC(=O)COc1ncnc2ccccc12	0	-3	128	2	0	0	-2	-2.5	3	-0.3
Cc1[nH]c2ccccc2c1C(=O)C(=O)NC1CC1	-1	-3	104	-1	2	-2	2	-0.7	-3	-1.4
Cn1c(N)c(C(=O)CSc2ccccn2)c(=O)n(C)c1=O	-8	-3	85	-1	2	-3	-11	2.8	-3	1.6
CCC(CO)Oc1cc(NC(=O)c2ccccc2F)c2ncn(C(C)C)c2c1 (stereo not given)	12	.	103	-6	0	-6	-2	-0.4	-4	-4.7
COc1ccc(/C=C2\N=C(c3ccc(C)cc3)OC2=O)cc1	-2	0	116	-3	-3	3	-1	23	-2	1.6
CNC[C@@H]1Oc2ccc(NS(=O)(=O)c3ccc(Cl)cc3)cc2C(=O)N([C@H](C)CO)C[C@@H]1C	.	.	102	-2	-2	-8	-31	-0.7	-1	-1.0
O=C(CN1CCN(c2ccccc2)CC1)NCc1ccc(F)cc1	5	2	102	0	-4	-5	6	-0.1	1	-1.2
Cc1ccccc1OCc1csc(N)n1	8	-2	96	1	-1	-4	-12	-2.1	-3	-0.9
CCCN(CCC)C(=O)CC(c1ccccc1)c1ccc(C)cc1O (stereo not given)	-13	3	108	-2	.	0	-10	-2.7	4	0.0
COC(=O)C1=C(C)Nc2ncnn2C1c1ccccn1 (stereo not given)	9	-1	108	4	.	0	-17	-4.3	2	-1.6
O=C1NN(c2ccc(F)cc2)C(=O)/C1=C\C=C\c1ccco1	32	4	103	5	-1	-2	4	-0.6	-1	0.1
COc1ccc(C)cc1N(CC(=O)NC(C)c1ccccc1)S(C)(=O)=O (stereo not given)	5	-1	127	1	-5	0	1	0.0	1	0.2
CC(C)(C)CC(=O)N1CCC(c2nc3c(nnn3Cc3c(F)cccc3Cl)c(=O)[nH]2)CC1	-2	0	108	1	-3	1	-13	-1.6	0	-2.7
C1CC(=NN=C2CCSCC2)CCS1	24	-3	114	-6	1	-1	-3	0.4	0	0.5
CC1CCCC(NC(=O)CN2C(=O)NC(c3ccccc3)(c3ccccc3)C2=O)C1C (stereo not given)	6	0	102	0	.	-4	-15	0.6	-4	1.3
Cc1ccc(C(=O)C2=C(O)C(=O)N(c3ncccn3)C2c2ccc(F)cc2)o1 (stereo not given)	8	0	.	0	-1	-6	4	0.1	-1	-2.0

Sorted by length of the SMILES (largest number first): 14 of the compounds above
SMILES	Arr AP2 block	NSD2 inh	DSG3 Ab inh	DAGLB inh	CAL PDZ FP-1	Keap1 Nrf2 FP	RTF Ca sens inh	CAL PDZ FP-2	V-ATPase pH	LANA DNA inh
Cc1ccc(-c2n[nH]c(=O)c3ccccc23)cc1S(=O)(=O)Nc1ccc(F)cc1	8	2	104	2	-6	-2	1	-2.2	0	-0.3
CC1CCCC(NC(=O)CN2C(=O)NC(c3ccccc3)(c3ccccc3)C2=O)C1C (stereo not given)	6	0	102	0	.	-4	-15	0.6	-4	1.3
Cc1ccc(C(=O)C2=C(O)C(=O)N(c3ncccn3)C2c2ccc(F)cc2)o1 (stereo not given)	8	0	.	0	-1	-6	4	0.1	-1	-2.0
Cc1ccc(S(=O)(=O)N2CCOCC2)cc1NC(=O)COc1ncnc2ccccc12	0	-3	128	2	0	0	-2	-2.5	3	-0.3
CCOC(=O)C1CCCN(C2CC(=O)N(c3ccc(C(C)C)cc3)C2=O)C1 (stereo not given)	13	-1	101	1	-6	-3	-2	-3.1	-3	-0.2
CN(Cc1ccc(-n2cccn2)cc1)Cc1nc(-c2cnccn2)no1	29	.	102	-2	0	4	1	-0.3	-2	-0.8
O=C1NN(c2ccc(F)cc2)C(=O)/C1=C\C=C\c1ccco1	32	4	103	5	-1	-2	4	-0.6	-1	0.1
O=C(Nc1nc2c(s1)CN(Cc1ccccc1)CC2)C1CCC1	-4	-1	106	1	8	-6	8	-1.2	-1	-1.1
Cc1ccc(NC(=O)c2cccc(-n3cnnn3)c2)cc1Cl	-13	-2	99	-1	-5	-4	-1	-2.0	0	-1.1
COc1[nH]c(/N=C/c2ccccc2)c(C#N)c1C#N	32	.	.	-25	9	78*	-175	2.4	-2	102*
Cn1c(Nc2ccc(Cl)cc2)cc(=O)n(C)c1=O	16	-3	102	-1	-10	-7	-3	-0.7	-1	0.7
COC(=O)C1=C(C)Nc2ncnn2C1c1ccccn1 (stereo not given)	9	-1	108	4	.	0	-17	-4.3	2	-1.6
CC(=NNc1nc2ccccc2o1)c1ncccn1	4	33	86	9	1	2	-2	-0.6	-1	-2.1
C1CC(=NN=C2CCSCC2)CCS1	24	-3	114	-6	1	-1	-3	0.4	0	0.5
